# inhibitors of VEEV – inhibitors of VEEV TC-83 cytopathic effect, confirmation, Vero cells (AID 588727); inhibition, % at 20 µM; hits with a dose series show IC50 in µM; 350,000 tested, 0.13% active; Vero cells, VEEV TC-83 cytopathic effect inhibition; higher % means a stronger effect; in the data active = a potency from the dose series; inconclusive = inhibition mostly from about 14% at the one dose, without a potency; inactive = the rest, 99 in 100 with inhibition below about 12%; note: strong numbers were not always called active
# influenza NS1A – H1N1 influenza NS1A inhibitors, functional cell based assay (AID 504329). NS1A functional cell-based assay, percent inhibition; higher % means a stronger effect. 340,000 tested, 0.3% active. inhibition, % at 12.5 µM, or IC50 in µM where a hit was titrated; in the data active = a potency from the dose series; inconclusive = inhibition above about 27% without an active follow-up result; note: strong numbers were not always called active
# M. tuberculosis HTS – M. tuberculosis growth inhibition, HTS (AID 449762); M. tuberculosis H37Rv growth inhibition, 7H9 media; higher % means a stronger effect; inhibition, % at 25 µM; hits with a dose series show IC50 in µM; 330,000 tested, 0.59% active; in the data active = a potency from the dose series; inconclusive = inhibition above about 70% without an active follow-up result;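 note: bacterial growth assessed after seven days of incubation; strong numbers were not always called active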
# tuberculosis growth – growth inhibition of non-replicating M. tuberculosis (AID 488890); one-dose inhibition, % at 25 µM; IC50 in µM for titrated hits; Mycobacterium tuberculosis non-replicating, growth inhibition; higher % means a stronger effect; 320,000 tested, 0.39% active; in the data active = a potency from the dose series; inconclusive = inhibition mostly from about 82% at the one dose, without a potency; inactive = the rest, 99 in 100 with inhibition below about 76%;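 note: plate controls were DMSO cells for no effect and high antibiotic wells for full effect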
# Salmonella PhoP GFP – PhoP regulon inhibitors, Salmonella typhi PhoP promoter GFP reporter, confirmatory (AID 1850); one-dose inhibition, % at 50 µM; IC50 in µM for titrated hits; Salmonella Typhi PhoP-promoter GFP reporter, fluorescence, 4 h; higher % means a stronger effect; 310,000 tested, 0.33% active; in the data active = a potency from the dose series; inconclusive = inhibition mostly from about 25% at the one dose, without a potency; inactive = the rest, 99 in 100 with inhibition below about 19%;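 note: 0% = induced wells with vehicle and 100% = uninduced wells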
# inhibitors of VEEV 10K pilot screen – second read-out of inhibitors of VEEV, no call of its own (marks repeat the call); inhibition, %; measured here: 10K pilot screen inhibition
# * marks the source's active call; other numbers are inactive results; i = inactive; ? = inconclusive; · = no result given.
SMILES,inhibitors of VEEV,influenza NS1A,M. tuberculosis HTS,tuberculosis growth,Salmonella PhoP GFP,others
Cc1nnc(SCC(=O)N(C2CCCCC2)C2CCS(=O)(=O)C2)n1C (centres undefined),1.5%,-7%,5%,-5%,·,
Cc1nn(C)c(Oc2ccccc2)c1CCNS(=O)(=O)c1ccc(F)cc1,4.3%,-3%,·,6%,-3%,
Cc1ccc(S(=O)(=O)CCC(=O)OCC(=O)NC(=O)c2ccccc2)cc1,1.1%,2%,-3%,-12%,0%,
Cc1cc(C)nc(NS(=O)(=O)c2ccc(NC(=O)c3ccc(S(=O)(=O)N4CC(C)OC(C)C4)cc3)cc2)n1 (centres undefined),1.3%,-3%,-2%,13%,5%,
CCOc1ccccc1C(=O)NCC(=O)OCc1c(C)noc1C,0.5%,21%,-5%,-15%,-4%,
CCOC(=O)c1cc2c(ccn2C)n1CC(=O)N(Cc1ccccc1)c1ccccc1,3.1%,19%,9%,22%,-5%,
CCCNc1nc(C)cc(-c2cc(C(=O)NCc3ccccc3)on2)n1,1.0%,1%,-3%,8%,2%,
COC(=O)c1ccc(OCC(=O)NC(C)(C)C)cc1,1.0%,-8%,1%,18%,-8%,
O=C(NCC(=O)N1CCN(Cc2ccccc2)CC1)c1cccs1,1.2%,-2%,6%,2%,·,
O=C(c1ccc(NS(=O)(=O)c2ccc(F)cc2)cc1)N1CCOCC1,1.5%,-9%,-2%,-2%,2%,
CC(=O)Nc1ccc(CCCCc2ccc(NC(C)=O)cc2)cc1,5.9%,2%,·,·,·,
COc1ccc(/C=N/NC(=O)c2ccc(N)cc2)cc1Cn1cc([N+](=O)[O-])cn1,6.7%,3%,5%,28%,-5%,
Cc1nc(N)nc(N)c1/C=C/C(C)(C)c1ccc(Cl)cc1,7.5%,4%,·,·,·,
CC(C)c1nc2n[nH]c(N)c2c2c1CCCC2,0.6%,-11%,-5%,2%,10%,
O=S(=O)(Nc1cccc2ncccc12)c1cccc(C(F)(F)F)c1,2.7%,-3%,8%,33%,·,

# The last 3 entries of the section above come first, to join the parts:
SMILES,inhibitors of VEEV,influenza NS1A,M. tuberculosis HTS,tuberculosis growth,Salmonella PhoP GFP,others
Cc1nc(N)nc(N)c1/C=C/C(C)(C)c1ccc(Cl)cc1,7.5%,4%,·,·,·,
CC(C)c1nc2n[nH]c(N)c2c2c1CCCC2,0.6%,-11%,-5%,2%,10%,
O=S(=O)(Nc1cccc2ncccc12)c1cccc(C(F)(F)F)c1,2.7%,-3%,8%,33%,·,
CC(=O)NCCc1ccc(S(=O)(=O)N2CCOCC2)cc1,0.2%,-7%,1%,-2%,-5%,
CCCc1cc(C(=O)Nc2cccnc2)no1,3.6%,0%,-5%,?,9%,
CN1CCS/C1=C/C=C1/SC(=S)N(Cc2ccccc2)C1=O,1.2%,24%,-1%,33%,2%,
Cc1c(N=C2N=C(NC(=O)c3cccs3)c3ccccc32)c(=O)n(-c2ccccc2)n1C,9.8%,4%,16%,57%,-14%,
O=C1N=C(N2C=CC(=C3C=CNC=C3)C=C2)/C(=C/N=NC(=O)c2ccccc2O)S1,5.1%,11%,1%,-1%,-23%,
COc1ccc(OC)c(C2/C(=C(\O)c3ccc(OC)c(Cl)c3)C(=O)C(=O)N2CCN(C)C)c1 (centres undefined),i,1%,-6%,-5%,4%,
COc1cc(CNCCO)cc(Br)c1OCc1cccs1,1.6%,-17%,-1%,57%,6%,
C[C@H](CO)N1C[C@H](C)[C@@H](CN(C)CC2CCCCC2)Oc2c(NS(=O)(=O)c3ccc(F)cc3)cccc2C1=O,0.2%,-3%,1%,11%,·,
CCCCn1c(N)c(N(CC(C)C)C(=O)C2CCN(S(=O)(=O)c3ccc(C)c(C)c3)CC2)c(=O)[nH]c1=O,i,-2%,0%,25%,4%,
O=C(CN1CCN(S(=O)(=O)c2ccccc2)CC1)Nc1ccc(Cl)c([N+](=O)[O-])c1,7.5%,0%,-3%,5%,-5%,
CC(C)(C)C(=O)Nc1c2c(nn1-c1cccc(Cl)c1)CS(=O)(=O)C2,i,19%,9%,-11%,2%,
CCCCOCCCNC(=O)Cc1cccs1,0.4%,-6%,-12%,2%,-8%,
COc1ccc(NC(=O)COC(=O)c2cccc(S(=O)(=O)N3CCCCC3)c2)c(OC)c1,1.6%,5%,-7%,4%,·,
Cc1[nH]c2ccccc2c1/C=N/NC(=O)c1cccc(S(=O)(=O)Nc2ccccc2Cl)c1,9.6%,5%,-12%,48%,-3%,
COc1ccc(-c2nnc(SCC(=O)N(C)C3CCS(=O)(=O)C3)n2N)cc1OC (centres undefined),0.1%,-10%,-2%,-1%,4%,
Cc1cccc(C(=O)O/N=C/c2c(Cl)n(C)c3ccccc23)c1,7.8%,2%,41%,17%,-3%,
CCNS(=O)(=O)c1ccc(Br)c(OC)c1,i,2%,-6%,-12%,-6%,
Cc1ccc(OCC(=O)c2cc(C)n(-c3ccccc3)c2C)c([N+](=O)[O-])n1,1.0%,15%,5%,33%,-3%,
COc1cccc(/C=N/n2c(=S)n(C)c3cc(C)c(C)cc32)c1OC,1.4%,9%,-2%,9%,10%,
O=C(O)CCCN=C1CCCc2ccccc2N1,i,-2%,-7%,2%,-19%,
N#CC(C(N)=O)=C1CCC2(CC1)OCCCCO2,1.7%,-4%,6%,12%,-7%,
O=C(NCCc1ccco1)C(=O)NCC1OCCCN1S(=O)(=O)c1ccc(F)cc1 (centres undefined),3.5%,26%,-4%,15%,10%,
CCOC(=O)Nc1ccc2c(c1)Cc1cc([N+](=O)[O-])ccc1-2,0.8%,-10%,·,·,·,
O=C1Nc2ccccc2/C1=C/c1cnc(-c2ccccc2)[nH]1,i,5%,41%,5%,-27%,
O=C(NCc1ccco1)C(c1ccccc1)N(C(=O)Cc1cccs1)c1cccnc1 (centres undefined),i,11%,-5%,-2%,14%,
NC(=O)c1nsc(C(=O)N(CC(=O)NCc2ccc(F)cc2)Cc2ccco2)c1N,5.8%,0%,5%,4%,17%,
CCOC(=O)c1sc(NC(=O)CS(=O)(=O)c2ccc(C)cc2)nc1C,4.4%,7%,3%,10%,4%,
COC(=O)c1ccc(NC(=O)CSC2=NC(=O)C(c3ccccc3)C(=O)N2)cc1 (centres undefined),1.4%,-3%,?,20%,-4%,inhibitors of VEEV 10K pilot screen=1.4
COc1cccc(C(=O)Nc2nnc(S(=O)(=O)N(C)Cc3ccccc3)s2)c1,2.5%,4%,11%,49%,0%,
CCc1ccc(CCC(=O)Nc2nnc(C)s2)o1,4.8%,-10%,-2%,4%,-9%,
O=C(Nc1ccccc1)N1CCN(c2cccc(C(F)(F)F)c2)CC1,i,-4%,5%,7%,0%,
CCn1c(=O)c(C(=O)NCc2ccc(F)cc2)c(O)c2ccccc21,8.1%,-6%,2%,4%,-3%,
COc1cccc(CC(=O)Nc2ccc(S(=O)(=O)N3CCOCC3)cc2)c1,1.6%,-2%,-3%,-5%,-3%,
CCN(C(=O)c1c(C)cc(=O)oc1C)c1ccc2c(c1)OCO2,i,2%,5%,-17%,4%,
O=C(c1ccccc1)c1ccc(N2CCOCC2)cc1,7.6%,7%,·,·,·,
Cc1csc(N(C(=O)c2ccc(S(=O)(=O)N(C)C)cc2)c2ccccc2)n1,0.4%,-5%,6%,-1%,11%,
CCCC(=O)c1c[nH]c(C(=O)NCc2ccco2)c1,0.2%,-5%,-4%,-2%,0%,
O=c1[nH]c2ccc(S(=O)(=O)NCc3ccccn3)cc2s1,2.8%,2%,-2%,6%,4%,
COc1cc(S(=O)(=O)NC2CCSc3ccccc32)ccc1NC(C)=O (centres undefined),i,7%,15%,-12%,-20%,
O=C(NCc1ccc(F)cc1)C1C2C=CC3(CN(Cc4cccnc4)C(=O)C13)O2 (centres undefined),5.0%,-8%,1%,8%,0%,
CCOc1cc(-c2nc(-c3ccc(C)nc3OCC)no2)cc(OCC)c1OCC,3.1%,11%,67%,24%,-7%,
Cn1nc(C(=O)OCc2ccc(F)cc2)c2ccccc2c1=O,i,2%,0%,18%,-4%,
COC(=O)c1c(C)[nH]c(O)c1C=Nc1ccc(C#N)cc1,0.8%,9%,-3%,2%,1%,
COC(=O)c1ccc(CNC(=O)C(NC(=O)c2ccco2)C(C)C)cc1 (centres undefined),i,5%,-2%,3%,-2%,
CCCc1nnc(SCC(=O)N2CCOCC2)n1Cc1ccco1,1.0%,1%,2%,-5%,0%,inhibitors of VEEV 10K pilot screen=2.6

# Arranged by SMILES length (ascending): 14 of the compounds above.
SMILES,inhibitors of VEEV,influenza NS1A,M. tuberculosis HTS,tuberculosis growth,Salmonella PhoP GFP,others
CCc1ccc(CCC(=O)Nc2nnc(C)s2)o1,4.8%,-10%,-2%,4%,-9%,
O=C(c1ccccc1)c1ccc(N2CCOCC2)cc1,7.6%,7%,·,·,·,
CCCC(=O)c1c[nH]c(C(=O)NCc2ccco2)c1,0.2%,-5%,-4%,-2%,0%,
CCCc1nnc(SCC(=O)N2CCOCC2)n1Cc1ccco1,1.0%,1%,2%,-5%,0%,inhibitors of VEEV 10K pilot screen=2.6
Cn1nc(C(=O)OCc2ccc(F)cc2)c2ccccc2c1=O,i,2%,0%,18%,-4%,
O=c1[nH]c2ccc(S(=O)(=O)NCc3ccccn3)cc2s1,2.8%,2%,-2%,6%,4%,
CCN(C(=O)c1c(C)cc(=O)oc1C)c1ccc2c(c1)OCO2,i,2%,5%,-17%,4%,
O=C(Nc1ccccc1)N1CCN(c2cccc(C(F)(F)F)c2)CC1,i,-4%,5%,7%,0%,
COc1cc(S(=O)(=O)NC2CCSc3ccccc32)ccc1NC(C)=O (centres undefined),i,7%,15%,-12%,-20%,
COC(=O)c1ccc(CNC(=O)C(NC(=O)c2ccco2)C(C)C)cc1 (centres undefined),i,5%,-2%,3%,-2%,
CCOc1cc(-c2nc(-c3ccc(C)nc3OCC)no2)cc(OCC)c1OCC,3.1%,11%,67%,24%,-7%,
COc1cccc(C(=O)Nc2nnc(S(=O)(=O)N(C)Cc3ccccc3)s2)c1,2.5%,4%,11%,49%,0%,
Cc1csc(N(C(=O)c2ccc(S(=O)(=O)N(C)C)cc2)c2ccccc2)n1,0.4%,-5%,6%,-1%,11%,
O=C(NCc1ccc(F)cc1)C1C2C=CC3(CN(Cc4cccnc4)C(=O)C13)O2 (centres undefined),5.0%,-8%,1%,8%,0%,

# (continued)
SMILES,inhibitors of VEEV,influenza NS1A,M. tuberculosis HTS,tuberculosis growth,Salmonella PhoP GFP,others
C=CCn1c(SCC(=O)Nc2ccc3c(c2)OCO3)nnc1-c1ccccc1OC,i,-10%,5%,10%,14%,
Cc1occc1C(=O)NNC(=O)CN1C(=O)NC2(CCCCC2)C1=O,0.9%,4%,·,·,·,
COc1ccc(CCc2nnc(CCC(=O)NCc3cnn(-c4ccccc4C)c3)o2)cc1,0.8%,3%,4%,0%,6%,
Cc1ccccc1COC(=O)CCCC1=NS(=O)(=O)c2ccccc2N1,3.2%,-2%,-3%,-3%,0%,
COc1cccc(CN2CCNC(=O)C2CC(=O)NCC(C)(C)N2CCOCC2)c1OC (centres undefined),i,11%,-16%,-5%,-7%,
Cc1ccc(C(=O)C[n+]2ccc(Cc3ccccc3)cc2)cc1,i,-5%,1%,12%,16%,
CCOC(=O)c1sc(-c2ccc(F)cc2)cc1NC(=O)Nc1ccccc1OC,7.1%,3%,6%,2%,-5%,
COCCn1cnnc1SCC(=O)Nc1cccc(S(=O)(=O)N2CCCCCC2)c1,i,-4%,3%,13%,10%,
Cc1ccccc1N1C(=O)C(Cl)=C(N2CCCCCC2)C1=O,9.1%,-8%,6%,13%,-12%,
O=C(CN1C(=O)CC(c2ccco2)Sc2ccccc21)NCC1CCCO1 (centres undefined),1.6%,4%,6%,-14%,-4%,
CCCc1cnc(N2CCN(C(=O)c3ccccc3)CC2)nc1,1.2%,-11%,2%,15%,2%,
Cc1ccc(-c2noc(CC(=O)c3ccc([N+](=O)[O-])cc3)n2)cc1,0.9%,2%,·,·,·,
CC(C)CCN1C(=O)c2ccc(C(=O)NCc3ccccn3)cc2C1=O,0.7%,3%,0%,18%,-9%,
CCC1CCC(c2nnc(-c3ccc(Br)cc3)o2)CC1 (centres undefined),2.3%,-9%,8%,?,-1%,
COCCNS(=O)(=O)c1ccc(-c2ccc(S(=O)(=O)NCCOC)cc2)cc1,i,4%,1%,3%,0%,inhibitors of VEEV 10K pilot screen=1.5
O=S1(=O)CCN2C(c3ccc4c(c3)CCCC4)=CSC2=N1,i,-1%,3%,6%,7%,

# Compound activity: PubChem, Southern Research Specialized Biocontainment Screening Center
